Yfh1-off respiration – mitochondrial function rescue without frataxin homolog – Friedreich's ataxia, plus single-dose screen, dose response (AID 1465) | one-dose fold induction at 50 µM; EC50 in µM for titrated hits | S. cerevisiae Yfh1-off respiration, WST-1 reduction, 72 h; higher fold induction means a stronger effect | 220,000 compounds, 0.074% hits;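 active = fold induction of absorbance versus untreated yeast above a set limit, then at least 30% activation at any dose in follow-up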;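 also: activators that raise dye reduction in frataxin-depleted yeast; strong numbers were not always called active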
human PMI inhibitors – MPI inhibition at elevated mannose 6-phosphate – biochemical, fluorescence intensity, high mannose 6-phosphate, primary screen (AID 1220). recombinant PMI enzyme, coupled fluorescence intensity; higher % means a stronger effect. inhibition, % at 20 µM; hits with a dose series show IC50 in µM. 190,000 compounds, 0.66% hits
Ins promoter up – MIN6 insulin promoter up-regulation. MIN6 insulin promoter-GFP reporter, high-content imaging; hits give high values. z-score at 5 µM. 190,000 compounds, 0.3% hits;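 active = z-score above 3 at 5 µM with at least 500 cells counted in the well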
MT stabilizer – microtubule stabilization, imaging screen; % tubulin-high responders, % at 10 µM; HeLa tubulin immunostaining HCS, 24 h; share of cells brighter than vehicle mean+2SD; 200,000 compounds, 0.83% hits;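 active = plate Z-score above 3 for both tubulin-high and condensed-nucleus cell shares, with cell loss under 80%, at 10 µM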;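 also: anti alpha tubulin signal scored within the nucleus-defined area of each cell; some results filed as inactive read as strong as hits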
WT yeast gro inh – growth inhibition of WT yeast, mitochondrial fusion screen; mitochondrial fusion phenotypic screen, WT strain; inhibition, % at 10 µM; 190,000 compounds, 2.1% hits; AID 1362; in the data active = inhibition above about 58%; tested in S. cerevisiae
Dynein cargo inh – blocks dynein driven cargo transport along microtubules | z-score, hits read low | 220,000 compounds, 0.47% hits | 3617.4 mouse cells, GR-EGFP nuclear translocation imaging; test concentration mostly 20 µM; stimulated with dexamethasone, 1 µM; hits give low values | AID 1381;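 active = plate z-score of nuclear minus cytoplasmic receptor signal below a set negative limit, without overly bright fluorescence or cell loss, cut at about -3.5 in these data, passing the limit was not always enough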;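 also: z-score of nuclear minus cytoplasmic ring GR-EGFP intensity difference per well; some compounds called inactive have numbers as strong as hits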
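Buffer or medium – tet-free medium with charcoal-stripped serum · Signal – automated 10x imaging of fixed Hoechst-stained cells · Also added – dexamethasone agonist, 1.0 µM final, for 30 min · Incubation – induction 48 h, compound 1 h, agonist 30 min · Read-out – GR-EGFP nuclear translocation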
b-catenin transl – modulators of beta-catenin nuclear translocation | nuclear translocation activity, % at 5 µM | 190,000 compounds, 0.3% hits | HeLa beta-catenin nuclear translocation, immunofluorescence imaging | AID 1665;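 active = nuclear translocation activity above 50% at 5 µM, with a well cell count of 50 or more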;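 also: per-cell ratio of nuclear to cytoplasmic median beta-catenin stain intensity; plate controls were DMSO negative control for no effect and GSK-3 inhibitor IX positive control for full effect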
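Signal – beta-catenin immunofluorescence imaging with DAPI · Test system – human HeLa cell line · Dosing – 5 µM primary single dose, 0.1% DMSO, 0.02–20 µM confirmation series · Measure – % activation, nuclear-to-cytoplasmic median beta-catenin signal ratio per cell · Incubation – 24 h compound exposure at 37°C, 5% CO2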
human PMI inhibition – inhibitors of human PMI, primary screen, biochemical, fluorescence intensity, coupled assay (AID 1209). purified PMI enzyme, coupled fluorescence intensity; higher % means a stronger effect. 190,000 compounds, 0.42% hits. inhibition, % at 20 µM, or IC50 in µM where a hit was titrated;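 also: plate controls were DMSO vehicle for no effect and wells lacking substrate for full effect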
Autophagy HCS – modulators of autophagy; calls only at 10 µM (by protocol); MEF GFP-LC3 puncta imaging; test concentration mostly 10 µM; 190,000 compounds, 0.98% hits;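 active = percentage of spot-positive cells more than 3 SD above its plate mean, without a fluorescence outlier flag or 80% toxicity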;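 also: spot-positive cell cutoff set from DMSO-treated cells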
WT yeast gro inh mutant strain – second read-out of WT yeast gro inh, no call of its own (marks repeat the call); inhibition, %; mitochondrial fusion phenotypic screen, mutant strain inhibition
Dynein cargo inh cytoplasmic EGFP – also measured in Dynein cargo inh; calls as there; z-score; measured here: cytoplasmic GR-EGFP intensity; hits give high values
Dynein cargo inh nuclear GR-EGFP – also measured in Dynein cargo inh; calls as there; z-score; measured here: nuclear GR-EGFP intensity;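 lower value marks the stronger effect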
Dynein cargo inh cell count – recorded beside Dynein cargo inh, whose call it bears; z-score; measured here: cell count per field
Ins promoter up cell count – recorded beside Ins promoter up, whose call it bears; cell count; measured here: cytotoxicity, nuclei count;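 total cells summed across four imaged fields per well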
b-catenin transl cell count 5 µM – further read-out of b-catenin transl, marked with its call; cell count; measured here: cell count, cytotoxicity flag
MT stabilizer Hoechst-high % – also measured in MT stabilizer; calls as there; % Hoechst-high responders; measured here: nuclear condensation Hoechst responders;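 share of cells brighter than vehicle mean plus two SD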
MT stabilizer cytotoxicity % – further read-out of MT stabilizer, marked with its call; toxicity, %; measured here: cytotoxicity by cell density;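 0% = mean cell density of plate MIN control wells and 100% = no cells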
Autophagy HCS cell loss 18 h – further read-out of Autophagy HCS, marked with its call; toxicity, %; measured here: cell loss, nuclei count;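 cell loss after 18 h compound exposure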
Active calls of the source: *; i = inactive; / = no result given. Rule as the data show it, unless noted: active = inhibition above about 50%; inactive = the rest.

SMILES | Yfh1-off respiration | human PMI inhibitors | Ins promoter up | Ins promoter up cell count | MT stabilizer | MT stabilizer Hoechst-high % | MT stabilizer cytotoxicity % | WT yeast gro inh | WT yeast gro inh mutant strain | Dynein cargo inh | Dynein cargo inh cytoplasmic EGFP | Dynein cargo inh nuclear GR-EGFP | Dynein cargo inh cell count | b-catenin transl | b-catenin transl cell count 5 µM | human PMI inhibition | Autophagy HCS | Autophagy HCS cell loss 18 h
Cn1nc(C(=O)OCC(=O)Nc2ccc(S(N)(=O)=O)cc2)c2ccccc2c1=O | i | / | -0.35 | 1020 | / | / | / | / | / | 0.226 | -0.247 | 0.00717 | -0.0326 | -1.1 | 1341 | / | / | /
O=C(CSc1ccc2nnc(-c3ccncc3)n2n1)NCc1ccco1 | i | 2.6% | 1.85 | 703 | 1.9 | 3.1 | 7.5 | -4.5 | -0.9 | 1.39 | 0.0942 | 0.927 | -1.67 | / | / | 5.4% | i | -1.6
Cc1c(N/C(=N/S(=O)(=O)c2ccc(Cl)cc2)c2ccccc2)c(=O)n(-c2ccccc2)n1C | i | -5.6% | 0.46 | 1363 | 4.1 | 2.6 | 2.3 | 7.7 | -17.8 | -0.489 | -0.189 | -0.167 | -0.633 | -0.4 | 950 | -7.0% | i | 19.7
COc1ccc(-n2cc(-c3ccccc3)c3c(N4CC(C)OC(C)C4)ncnc32)cc1 (stereo unspecified) | i | -4.3% | -1.92 | 1316 | 1.4 | 1.8 | 2.1 | 68.5* | 6.0* | -1.37 | -0.269 | -0.616 | 0.802 | 0.1 | 1083 | 5.1% | i | 9.1
CCSc1nc2c(cnn2-c2ccc(C)cc2)c(=O)[nH]1 | i | 1.5% | -0.54 | 1447 | 6.5 | 2.7 | 0.9 | -0.9 | -55.7 | 0.898 | 0.0398 | 0.612 | 0.279 | 2.3 | 1106 | 2.9% | i | -3.0
CC1CCCN(C(=O)c2ccc(CNc3c(N4CCCCC4)c(=O)c3=O)cc2)C1 (stereo unspecified) | i | -4.2% | 0.66 | 786 | 2.3 | 2.4 | 8.0 | -3.4 | -13.0 | 3.44 | 0.204 | 2.45 | -1.66 | / | / | 7.4% | i | -1.8
O=C(NNC(=O)C1CCCO1)c1ccccc1Cl (stereo unspecified) | i | 8.0% | 1.49 | 1823 | 2.8 | 2.3 | 3.1 | -10.5 | -53.1 | -0.324 | -0.216 | -0.318 | -0.0735 | -0.4 | 1017 | 3.5% | i | -22.0
CN(C(=O)c1ccc(OC2CCN(CCc3ccccc3)CC2)cc1)C1CCOC1 (stereo unspecified) | i | -6.8% | / | / | 2.8 | 2.5 | 5.2 | -9.6 | 11.6 | -0.138 | -0.286 | 0.013 | 0.863 | 0.3 | 1555 | -4.7% | i | 0.5
O=C1CCCc2sc3c(c2N1)CCCCC3 | i | -1.7% | 0.59 | 1029 | 3.5 | 1.0 | 0.5 | 7.3 | -6.1 | 1.25 | -0.212 | 0.71 | -0.0854 | -5.7 | 969 | -4.7% | i | 7.7
C=CCNC(=S)Nc1sc2c(c1C(=O)OCC)CC(C)(CC)OC2 (stereo unspecified) | i | 8.9% | 0.29 | 1235 | 2.3 | 2.4 | 1.9 | 4.1 | 5.9 | -0.0218 | -0.225 | -0.24 | 0.134 | -1.6 | 968 | 19.8% | i | 1.1
CC(C)NC(=O)c1ccc(-c2ccccc2C(F)(F)F)o1 | i | 6.2% | 0.51 | 1300 | 4.2 | 1.1 | 28.3 | 15.2 | 15.2 | -1.2 | 2 | 0.156 | -0.897 | / | / | 11.5% | i | -2.9
CN1CCN(c2nc(-c3ccccc3)nc(-c3ccccc3)c2C#N)CC1 | i | -3.8% | -0.94 | 1123 | 9.8* | 6.7* | 10.0* | 72.9* | 66.2* | -0.153 | -0.343 | 0.185 | 0.228 | 2.4 | 1051 | -0.2% | i | 1.6
Cc1ccc(S(=O)(=O)CCC(=O)NCc2ccccc2Cl)cc1 | i | 13.9% | 0 | 1330 | 2.2 | 2.3 | 14.6 | -7.4 | 4.5 | 0.23 | 0.0345 | 0.329 | -0.37 | -0.5 | 492 | 14.0% | i | 4.8
O=C(NN1C(=O)C2C3CCC(O3)C2C1=O)c1ccco1 (stereo unspecified) | i | -7.4% | 0.35 | 1298 | 3.8 | 3.7 | 1.0 | -14.8 | 15.9 | 0.256 | -0.0317 | 0.227 | -1.69 | / | / | -5.0% | i | 2.3
CCCC(c1nnnn1CCc1ccccc1)N1CCN(C2CCCC2)CC1 (stereo unspecified) | i | 0.8% | -1.21 | 967 | 1.0 | 0.8 | 1.1 | 9.3 | 13.2 | -0.803 | -0.171 | -0.443 | 0.547 | -1.0 | 1061 | -3.3% | i | 1.1
COc1ccccc1C(=O)N1CCCC(c2nc(-c3cc(OC)c(OC)c(OC)c3)no2)C1 (stereo unspecified) | i | 3.2% | -1.46 | 1237 | 2.7 | 1.7 | 5.2 | 0.4 | -1.9 | 0.916 | -0.268 | 0.713 | 0.41 | / | / | 2.2% | i | -1.0
COc1ccc2nccnc2c1[N+](=O)[O-] | i | / | -0.1 | 1339 | / | / | / | / | / | 0.026 | -0.197 | -0.0526 | 0.0931 | -3.1 | 1265 | / | / | /
CCCOC(=O)COC(=O)c1ccccc1NC(=O)c1ccccc1 | i | 10.3% | 0.95 | 1286 | 3.3 | 2.8 | 3.8 | -4.1 | 4.1 | 0.234 | -0.0576 | 0.288 | -1.33 | -3.7 | 533 | 11.5% | i | 4.8
Cc1cc(Cl)nc(-n2nc(C)cc2C)n1 | i | / | 0.03 | 1061 | / | / | / | / | / | -0.124 | -0.198 | -0.156 | 0.0482 | -2.7 | 1268 | / | / | /
COc1cccc(CNC(=O)c2ccc3nc[nH]c3c2)c1 | i | -7.3% | -0.09 | 1327 | 6.7 | 4.3 | 5.6 | -10.8 | 3.9 | -0.38 | -0.339 | -0.0913 | 0.182 | 4.5 | 1359 | -11.2% | i | -6.2
COC(=O)c1ccccc1N1C(=O)C2C(C1=O)C1C=CC2C12CC2 (stereo unspecified) | i | 2.2% | -0.12 | 1619 | 3.3 | 3.7 | 9.5 | -11.5 | -10.3 | -0.0335 | -0.26 | 0.0737 | -0.222 | -3.4 | 1335 | 4.3% | i | 13.7
CCOc1ccc(C2C(C#N)=C(N)Oc3cc(C)n(CCN(C)C)c(=O)c32)cc1OCC (stereo unspecified) | i | 5.6% | 0.03 | 969 | 3.0 | 1.6 | 7.0 | 19.0 | 19.8 | -0.224 | -0.218 | -0.255 | 0.795 | / | / | 5.7% | i | -0.2
CNC(=S)N(CCc1c(C)[nH]c2ccccc12)Cc1ccco1 | i | 7.5% | -0.05 | 1684 | 1.5 | 1.3 | 0.2 | 25.2 | -17.4 | 2.96 | -0.0448 | 1.22 | -2.2 | -4.7 | 1031 | 12.8% | i | -4.6
Cc1ccc(C(=O)N2CC(=O)Nc3ccc(F)cc3C2c2ccccc2)cc1[N+](=O)[O-] (stereo unspecified) | i | -7.7% | 0 | 1124 | 7.7 | 2.3 | 5.1 | 18.4 | 13.8 | 0.253 | -0.226 | -0.042 | -0.167 | 1.7 | 1126 | 1.2% | i | -3.7
COc1ccc(C(=O)N[C@H](C(=O)N2CCN(c3ccccc3F)CC2)C(C)C)cc1 | i | 10.3% | 0.26 | 1621 | 3.4 | 2.3 | 2.9 | -14.0 | -13.7 | -1 | -0.373 | -0.81 | 1.06 | -1.9 | 989 | 9.3% | i | 1.6
O=C(Cc1ccccc1)NCCS(=O)c1ccc(Cl)cc1 (stereo unspecified) | i | 7.1% | -0.25 | 1450 | 0.8 | 1.1 | 9.8 | -14.6 | -3.9 | 0.214 | -0.191 | -0.0813 | 0.293 | 0.9 | 1417 | 6.1% | i | -1.6
O=C(NCCNC(=O)c1cc(OCC(F)(F)F)ccc1OCC(F)(F)F)Nc1ccc(Cl)cc1 | i | -1.3% | -0.7 | 1180 | 2.0 | 2.3 | 10.6 | 3.6 | 14.9 | -0.447 | -0.155 | 0.451 | 0.589 | -0.5 | 1369 | -2.9% | i | 10.9
CC(NS(=O)(=O)c1ccc2c(c1)OCCO2)c1ccccc1 (stereo unspecified) | i | 14.4% | / | / | 1.2 | 1.3 | 6.3 | -12.4 | -21.6 | 2.13 | -0.0325 | 1.03 | -1.63 | 0.1 | 1572 | 17.0% | i | 10.6
Cc1ccc(C(C)C)c(OCc2ccc(C(=O)N/N=C/c3ccc(C(=O)O)cc3)cc2)c1 | i | / | -0.18 | 1035 | / | / | / | / | / | -0.258 | -0.277 | 0.278 | -0.149 | 0.2 | 1303 | / | / | /
CCOC(=O)c1nnn(-c2nonc2-n2cccc2)c1CN1CCCCC1 | i | -0.2% | -1.02 | 1503 | 4.6 | 2.1 | 3.1 | / | / | -0.432 | 2.99 | 0.555 | -1.13 | -2.2 | 946 | 2.6% | i | -17.3

Source: PubChem BioAssay

An unsorted share of the library. Share with any hit: about 5%.
